High-throughput results deposited in PubChem BioAssay by several laboratories.
STEP block: STEP phosphatase inhibitors, primary screen, biochemical, fluorescence intensity, uHTS; recombinant STEP, OMFP fluorogenic substrate; inhibition, % at 20 µM; 0.25% of 360,000 active;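 active = inhibition at 20 µM, scaled per plate between control wells, above about 37%, limit read from the data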;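 note: 0% = DMSO with enzyme and substrate and 100% = substrate only without enzyme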
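System: STEP phosphatase, cell-free reaction; Buffer or medium: Bis-Tris pH 6.0 buffer with DTT, detergent; Incubation: 20 min at room temperature, dark; Measured by: fluorescence, 480/540 nm.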
DNMT1 inh: human DNMT1 methyltransferase inhibitors, primary screen, biochemical, molecular beacon, fluorescence, HinP1I cleavage, uHTS; 0.83% of 360,000 active; inhibition (reported as % activation of signal), % at 10 µM; AID 588458, 2011; in the data active = inhibition above about 50%
Rpn11 block: Rpn11 (PSMD14) deubiquitinase inhibitors, primary screen, biochemical, fluorescence polarization, uHTS; human 26S proteasome, Ub4-pepOG fluorescence polarization; 20S core pre-blocked with epoxomicin; calls only at 20 µM; 0.59% of 360,000 active; AID 588493, 2011;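 active = inhibition at 20 µM, scaled to each plate's controls, above about 33%, limit read from the data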
MLLE-PAM2 inh: inhibitors of PABP1 MLLE–PAM2 peptide binding, primary screen, biochemical, fluorescence polarization, FITC-PAM2, GST-MLLE | inhibition, % at 20 µM | 0.36% of 360,000 active; in the data active = inhibition above about 35%, passing the limit was not always enough;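 note: plate controls were DMSO wells with GST-MLLE for no effect and wells lacking GST-MLLE protein for full effect; some results filed as inactive read as strong as hits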
Target sequence (P11940 whole entry, looked up): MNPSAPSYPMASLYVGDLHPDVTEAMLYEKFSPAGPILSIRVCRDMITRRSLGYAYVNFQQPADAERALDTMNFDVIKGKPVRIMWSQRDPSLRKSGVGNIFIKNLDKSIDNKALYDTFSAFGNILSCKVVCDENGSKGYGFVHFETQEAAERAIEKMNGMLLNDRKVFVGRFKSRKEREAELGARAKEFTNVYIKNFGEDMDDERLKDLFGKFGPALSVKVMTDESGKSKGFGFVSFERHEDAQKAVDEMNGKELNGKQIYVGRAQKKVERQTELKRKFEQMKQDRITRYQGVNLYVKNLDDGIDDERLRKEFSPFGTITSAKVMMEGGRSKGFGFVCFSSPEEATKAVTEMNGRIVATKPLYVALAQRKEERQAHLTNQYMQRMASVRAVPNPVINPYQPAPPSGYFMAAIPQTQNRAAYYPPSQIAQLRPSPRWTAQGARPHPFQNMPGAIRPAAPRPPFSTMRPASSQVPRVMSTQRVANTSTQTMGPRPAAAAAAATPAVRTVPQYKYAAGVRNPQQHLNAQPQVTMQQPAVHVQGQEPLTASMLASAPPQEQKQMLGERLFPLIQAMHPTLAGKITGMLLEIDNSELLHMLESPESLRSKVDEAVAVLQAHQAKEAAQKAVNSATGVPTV
LMPTP block: LMPTP phosphatase inhibitors, primary screen, biochemical, fluorescence intensity, uHTS. Low molecular weight phosphotyrosine protein phosphatase (Homo sapiens), P24666. recombinant LMPTP-A, OMFP fluorogenic substrate. inhibition, % at 20 µM. 0.22% of 360,000 active;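 active = compounds that cut the enzyme signal by at least half of the control window in the single-dose screen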;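 note: plate controls were DMSO wells with enzyme plus substrate for no effect and substrate without enzyme for full effect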
Target sequence (P24666 whole entry, looked up): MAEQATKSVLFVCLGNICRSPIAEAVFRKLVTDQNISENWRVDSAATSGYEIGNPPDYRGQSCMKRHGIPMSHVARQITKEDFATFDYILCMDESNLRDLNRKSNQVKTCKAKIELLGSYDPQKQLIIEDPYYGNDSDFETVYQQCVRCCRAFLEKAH
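material = LMPTP-A | quantity = 0.625 nM enzyme | reagent = OMFP substrate, 400 µM final | buffer or medium = Bis-Tris pH 6.0, DTT, detergent | detection = endpoint fluorescence intensity from OMFP dephosphorylation | dosing = single 20 µM dose | read-out basis = % inhibition relative to no-enzyme and uninhibited control wells | control set = no-enzyme and uninhibited controls | timing = 50 min at room temperature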
Tb MetRS inh: T. brucei MetRS inhibitors, primary screen, biochemical, luminescence; methionyl-tRNA synthetase (Trypanosoma brucei brucei); purified T. brucei MetRS, ATP depletion, Kinase-Glo luminescence; inhibition, % at 11.9 µM; 0.4% of 360,000 active; AID 624268, 2012;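 active = inhibition above a per-plate cutoff of the control wells' mean inhibition plus 3 SD, cut at about 5.5% in these data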;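 note: 0% = DMSO wells median and 100% = median of wells with control inhibitor compound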
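Material: parasite MetRS enzyme / Replication: singlicate, one well per compound / Signal: luminescence of leftover ATP / Schedule: 2 h aminoacylation at 25 °C after 15 min preincubation / Medium: HEPES-MgCl2-KCl buffer plus DTT, spermine, BSA, pyrophosphatase / Doses: 11.9 µM single point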
NadD block: inhibitors of S. aureus NadD, primary screen, biochemical, colorimetric, uHTS; 0.78% of 360,000 active; AID 602399, 2012; inhibition, % at 20 µM; purified NadD enzyme, colorimetric absorbance read-out; Nicotinate-nucleotide adenylyltransferase NadD (Staphylococcus aureus N315); in the data active = inhibition above about 26%; note: some compounds past the cut are filed as inactive
SUMO1 PPI mod: modulators of SUMO1 protein-protein interactions, primary screen, biochemical, uHTS; Small ubiquitin-related modifier 1 (Homo sapiens), P63165; SUMO1 binding to a labelled peptide, TR-FRET, 1 h; inhibition, % at 20 µM; 0.33% of 360,000 active; AID 602429, 2012; in the data active = inhibition above about 37%
Target sequence (P63165 whole entry, looked up): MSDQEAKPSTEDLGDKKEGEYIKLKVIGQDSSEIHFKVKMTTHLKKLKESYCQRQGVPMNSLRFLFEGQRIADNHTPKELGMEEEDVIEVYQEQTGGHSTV
Scp1 inh: Scp-1 phosphatase inhibitors, primary screen, biochemical, colorimetric, uHTS | Carboxy-terminal domain RNA polymerase II polypeptide A small phosphatase 1 (Homo … | Recombinant Scp1, phosphopeptide, malachite green phosphate absorbance | inhibition, % at 20 µM | 0.88% of 340,000 active;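 active = inhibition above about 50% at 20 µM, limit read from the data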;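 note: plate controls were DMSO wells with enzyme for no effect and wells lacking enzyme for full effect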
Target sequence (Q9GZU7 76-261 limits assumed): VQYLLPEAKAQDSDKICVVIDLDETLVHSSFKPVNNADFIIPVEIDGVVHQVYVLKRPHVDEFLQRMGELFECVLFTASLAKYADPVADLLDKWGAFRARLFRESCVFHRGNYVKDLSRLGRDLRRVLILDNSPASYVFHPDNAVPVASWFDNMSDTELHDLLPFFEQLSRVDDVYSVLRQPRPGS
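Test system: SCP-1 phosphatase catalytic domain, residues 76-261 | Compound dosing: One concentration, 20 µM, with 1.0% DMSO | Schedule: 45 min room-temperature reaction, 5 min colour, 30 min stabiliser | Detection: Absorbance at 630 nm | Read-out basis: % inhibition of SCP-1 phosphate liberation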
CSN inh: inhibitors of CSN-mediated cullin deneddylation, primary screen, biochemical, fluorescence polarization, uHTS; 0.38% of 360,000 active; Purified CSN, SCF-Nedd8-OG deneddylation; inhibition, % at 12.5 µM; COP9 signalosome complex subunit 5 (Homo sapiens), Q92905;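 active = pattern-corrected inhibition above about 35%, with an unprinted fluorescence ratio check between 0.5 and 1.5, limit read from the data, passing the limit was not always enough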;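 note: 0% = enzyme with substrate and 100% = substrate without enzyme; some results filed as inactive read as strong as hits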
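Test system: purified human Csn5 enzyme expressed in HEK293T cells. Amount: 0.24 nM enzyme. Reagent: SCFSkp2-Nedd8OG substrate at 10 nM final. Schedule: 90 min incubation of compound, enzyme and substrate at room temperature. Detection: fluorescence polarization. Read-out: % inhibition of substrate cleavage by Csn5.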
Starred values were filed as active, the others as inactive; i = inactive; nt = not tested or not shown; + = active, no number. Rows were taken by chance; 3.6% or so of the library scored in one or more.

NadD block	MLLE-PAM2 inh	LMPTP block	Tb MetRS inh	Rpn11 block	SMILES	CSN inh	STEP block	SUMO1 PPI mod	Scp1 inh	DNMT1 inh
-17	8	1.3	-0.4	i	COc1ccc(Cl)cc1NC(=O)c1cccc(N2C(=O)C3CC=CCC3C2=O)c1 (stereo not drawn)	2	2	0	-17	-1
1	1	-0.6	-0.8	i	CCCc1nc2ccccc2c(=O)n1/N=C/c1ccc(O)cc1	-1	-3	-3	-10	1
-3	-3	0.0	-0.6	i	CCOc1ccc(NC(=O)CN(c2ccc(OC)cc2)S(C)(=O)=O)cc1	1	2	3	-5	2
8	-12	6.8	-0.2	i	O=C(COc1ccccc1Cl)NC(=S)Nc1ccccc1N1CCCC1	2	5	7	-8	-17
-3	-11	0.0	-0.5	i	CC(=O)N(Cc1cc(=O)[nH]c2ccccc12)c1ccccc1	-4	-1	-4	-2	1
-2	4	0.8	-0.8	i	CCCNc1nc(C)nc2c1cnn2CCc1ccccc1	5	2	0	2	1
11	4	0.0	-0.3	i	O=C(Nc1ncccc1O)C1CCN(S(=O)(=O)c2ccc3ccccc3c2)CC1	2	-1	-10	2	-4
6	-1	0.3	0.2	i	COc1ccc(CCNC(=O)Cn2nnc(C(=O)Nc3cc(C)ccc3C)c2N)cc1OC	1	1	0	-8	-1
-3	-6	0.2	-0.1	i	CC1(C)CC(=O)C(N=Nc2ccc3ncsc3c2)=C(O)C1	0	-1	-9	-2	-1
-5	2	0.9	0.1	i	COc1ccccc1N1CCN(c2nc(C)cc(C)c2C#N)CC1	1	2	-2	-5	-1

Further records:
NadD block	MLLE-PAM2 inh	LMPTP block	Tb MetRS inh	Rpn11 block	SMILES	CSN inh	STEP block	SUMO1 PPI mod	Scp1 inh	DNMT1 inh
-2	15	-0.7	-0.4	i	CC1CCCN(Cc2c(O)ccc3c(=O)c(-c4ccc(Cl)cc4)coc23)C1 (stereo not drawn)	-2	1	-2	-7	-2
4	2	0.3	0.0	i	CC1CN(c2ncc(/C=N/NC(=O)c3ccccc3O)s2)CC(C)O1 (stereo not drawn)	-3	-1	-14	-9	0
-3	1	0.9	-0.2	i	COc1ccc(OC)c(NC2c3ccccc3C(=O)N2Cc2ccc3c(c2)OCO3)c1 (stereo not drawn)	6	5	-1	-1	-14
9	-19	1.2	3.8	i	Oc1nc(Nc2ccc(F)cc2)sc1/C=C1\C=Nc2ccccc21	0	-2	-6	-13	-5
-3	6	0.5	0.6	i	Cc1ccc(Cl)cc1N1C(=O)CC(C)(C)CC1=O	-1	-2	-3	-11	-1
-13	-4	-0.1	-1.1	i	CC(NC(=O)c1cccc(Cl)c1)C1CC2CCC1C2 (stereo not drawn)	0	-2	3	-1	2
-3	11	-2.1	-0.9	i	COc1ccc(CN/C(C)=C(/C#N)C(N)=O)cc1OC	0	3	-1	-5	-1
3	-6	0.1	-0.3	i	Cc1ccc2nc(NCCC(=O)O)nc(-c3ccccc3)c2c1	0	0	-8	-1	-2
-3	-5	-0.7	-0.1	i	OCC1(Cc2ccccc2)CCN(Cc2cccc(F)c2F)CC1	3	1	1	-3	1
5	-2	-1.0	-0.9	i	Cc1c(Cl)cnc(NC(=O)COC(=O)CCC(=O)c2cccs2)c1Cl	-3	0	5	22	-6

Ten consecutive compounds out of the list so far, quoted:
NadD block	MLLE-PAM2 inh	LMPTP block	Tb MetRS inh	Rpn11 block	SMILES	CSN inh	STEP block	SUMO1 PPI mod	Scp1 inh	DNMT1 inh
-2	15	-0.7	-0.4	i	CC1CCCN(Cc2c(O)ccc3c(=O)c(-c4ccc(Cl)cc4)coc23)C1 (stereo not drawn)	-2	1	-2	-7	-2
4	2	0.3	0.0	i	CC1CN(c2ncc(/C=N/NC(=O)c3ccccc3O)s2)CC(C)O1 (stereo not drawn)	-3	-1	-14	-9	0
-3	1	0.9	-0.2	i	COc1ccc(OC)c(NC2c3ccccc3C(=O)N2Cc2ccc3c(c2)OCO3)c1 (stereo not drawn)	6	5	-1	-1	-14
9	-19	1.2	3.8	i	Oc1nc(Nc2ccc(F)cc2)sc1/C=C1\C=Nc2ccccc21	0	-2	-6	-13	-5
-3	6	0.5	0.6	i	Cc1ccc(Cl)cc1N1C(=O)CC(C)(C)CC1=O	-1	-2	-3	-11	-1
-13	-4	-0.1	-1.1	i	CC(NC(=O)c1cccc(Cl)c1)C1CC2CCC1C2 (stereo not drawn)	0	-2	3	-1	2
-3	11	-2.1	-0.9	i	COc1ccc(CN/C(C)=C(/C#N)C(N)=O)cc1OC	0	3	-1	-5	-1
3	-6	0.1	-0.3	i	Cc1ccc2nc(NCCC(=O)O)nc(-c3ccccc3)c2c1	0	0	-8	-1	-2
-3	-5	-0.7	-0.1	i	OCC1(Cc2ccccc2)CCN(Cc2cccc(F)c2F)CC1	3	1	1	-3	1
5	-2	-1.0	-0.9	i	Cc1c(Cl)cnc(NC(=O)COC(=O)CCC(=O)c2cccs2)c1Cl	-3	0	5	22	-6

Other structures:
NadD block	MLLE-PAM2 inh	LMPTP block	Tb MetRS inh	Rpn11 block	SMILES	CSN inh	STEP block	SUMO1 PPI mod	Scp1 inh	DNMT1 inh
3	15	-1.9	-0.4	i	Cc1ccc(N2CCN(/N=C/C=C/c3ccccc3)CC2)cc1	2	0	-2	-2	1
18	2	21	-2.2	+	CCCC(NC(=O)Cc1c(C)c2cc3c(C)c(C)oc3c(C)c2oc1=O)C(=O)N[C@@H](Cc1ccccc1)C(=O)O (stereo partly drawn)	33	10	20	98*	18
3	-1	0.4	-0.1	i	CCC(C)Cn1cnc2c(Sc3c([N+](=O)[O-])ncn3C)nc(N)nc21 (stereo not drawn)	3	-2	-17	1	8
-3	15	2.0	1.1	i	COc1cc(NS(=O)(=O)c2ccc(NC(=O)c3ccc(Cl)cc3Cl)cc2)ncn1	5	-1	5	-8	1
-1	7	0.6	0.2	i	O=C(CCSCCC(=O)NCc1ccc(F)cc1)NCc1ccc(F)cc1	-2	0	2	-4	1
-4	20	-1.4	-0.3	i	C=CCSC(=S)Nc1c(C)n(C)n(-c2ccccc2)c1=O	-7	-2	2	-3	-1
0	-2	-0.8	2.4	i	Cc1ccc(NC(=O)COC(=O)CN2C(=O)NC3(CCCC3)C2=O)cc1S(=O)(=O)N(C)C	-1	0	1	-3	-1
-1	13	-1.0	-0.2	i	O=C(O)[C@@H]1CCCN1S(=O)(=O)c1cccc(S(=O)(=O)N2CCC[C@H]2C(=O)O)c1	1	0	-3	6	-2
6	-11	-1.7	-0.1	i	O=C(O)C1C(C(=O)Nc2ccc(Cl)cc2)C2C=CC1C21CC1 (stereo not drawn)	-1	5	26	-10	-1
-3	-4	-1.1	0.1	i	Cc1cc(C)cc(NC(=O)N2CCC(NC(=O)c3ccccc3C)CC2)c1	0	0	0	-5	0

The results go on.
NadD block	MLLE-PAM2 inh	LMPTP block	Tb MetRS inh	Rpn11 block	SMILES	CSN inh	STEP block	SUMO1 PPI mod	Scp1 inh	DNMT1 inh
-4	-1	-0.6	0.1	i	N#Cc1ccccc1Cn1c(=O)oc2ccccc21	1	-4	3	-11	-6
4	-7	0.9	-1.4	i	Cc1c(C(=O)NCc2ccccc2)oc2ccc(S(=O)(=O)N3CCC4(CC3)OCCO4)cc12	1	0	2	-6	-3
-5	nt	-5.4	-0.8	nt	COCCCn1cc(CN2CC(N3CCN(CCO)CC3)CS2(=O)=O)nn1 (stereo not drawn)	-3	nt	0	nt	nt
-4	14	-0.8	-0.3	i	O=C(Nc1ccccc1)OCc1cncs1	-5	-3	-2	-1	-1
-2	-8	0.3	-1.9	i	Cc1occc1C(=O)N1CCCc2ccccc21	0	-2	-2	-5	3
-1	4	-1.1	-0.2	i	Cc1ccc(S(=O)(=O)NC(CC(C)C)C(=O)Nc2ccncc2)cc1 (stereo not drawn)	-4	-2	3	-4	-4
-7	5	-0.6	0.1	i	Cc1ccc(S(=O)(=O)N2CCOCC2)cc1C(=O)OCC(=O)NCCc1ccc(F)cc1	2	4	-1	11	6
2	0	1.4	0.7	i	CCc1nc2ccc(C(=O)NCCc3ccccn3)cn2c1N(C)Cc1nccs1	-1	1	-5	nt	5
-5	8	2.9	-0.7	i	N#CC1CC(c2ccccc2)=NN1c1ccccc1[N+](=O)[O-] (stereo not drawn)	2	5	-14	-8	-7
1	-3	-0.6	-0.2	i	COc1cc(C(O)c2nc3ccccc3n2C)cc(OC)c1OC (stereo not drawn)	0	-3	2	-3	-1

The listing continues:
NadD block	MLLE-PAM2 inh	LMPTP block	Tb MetRS inh	Rpn11 block	SMILES	CSN inh	STEP block	SUMO1 PPI mod	Scp1 inh	DNMT1 inh
0	-9	-0.7	-1.0	i	O=C(NCC(c1cccnc1)N1CCN(c2ccc(F)cc2)CC1)c1ccco1 (stereo not drawn)	-2	-2	6	2	-2
2	-1	-1.0	-1.1	i	COc1cccc(C(c2nnnn2C2CCCCC2)N2CCN(C/C=C/c3ccccc3)CC2)c1OC (stereo not drawn)	-2	1	9	nt	-4
2	-68	0.1	-0.7	i	O=S(=O)(c1ccc(NC(=S)N2CCN(c3ccc(O)cc3)CC2)cc1)N1CCOCC1	1	-1	5	-6	-7
-5	-2	-0.9	0.3	i	COc1ccc(C(=O)NC2CC(C)(C)NC(C)(C)C2)cc1S(=O)(=O)N1CCOCC1	7	0	-1	nt	9
5	-12	1.3	-0.1	i	Cn1c(N)c(C(=O)COC(=O)c2ccccn2)c(=O)n(C)c1=O	-5	0	-3	-9	3
3	5	-0.5	-1.5	i	CC(C)C(=O)c1cn(CC(=O)O)c2ccccc12	-11	2	-2	9	1

Marked active in Scp1 inh, among the entries above:
NadD block	MLLE-PAM2 inh	LMPTP block	Tb MetRS inh	Rpn11 block	SMILES	CSN inh	STEP block	SUMO1 PPI mod	Scp1 inh	DNMT1 inh
18	2	21	-2.2	+	CCCC(NC(=O)Cc1c(C)c2cc3c(C)c(C)oc3c(C)c2oc1=O)C(=O)N[C@@H](Cc1ccccc1)C(=O)O (stereo partly drawn)	33	10	20	98*	18
